Screening data (PubChem BioAssay)
RGS8-Gao reg: modulates binding of RGS8 to human Galphao. multiplexed bead flow cytometry; actives lie on both sides. response (percent of control binding), % at 10 µM. actives 0.34% (n = 220,000); in the data active = response below about 60% or above about 140%; inactive = in between;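 also: Galphao activated as the GDP aluminium fluoride complex binding bead-coupled RGS8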
Bim-Bcl-2: human Bim-Bcl-2 interaction inhibition. Bead-based flow cytometry, Bim peptide-Bcl-2 binding. inhibition, % at 10 µM. actives 0.06% (n = 190,000); in the data active = inhibition above about 40%; inconclusive = no clear call, values can overlap the other calls;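 also: 0% = no compound wells with probe peptide and 100% = reference peptide inhibitor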
Target sequence (P10415 whole entry, looked up): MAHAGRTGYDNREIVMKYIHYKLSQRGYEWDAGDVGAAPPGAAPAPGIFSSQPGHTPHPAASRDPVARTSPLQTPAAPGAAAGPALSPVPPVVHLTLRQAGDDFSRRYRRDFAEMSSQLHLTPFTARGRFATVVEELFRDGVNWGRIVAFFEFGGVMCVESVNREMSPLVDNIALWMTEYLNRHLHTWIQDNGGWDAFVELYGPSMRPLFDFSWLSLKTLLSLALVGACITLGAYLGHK
RGS7-Gao: human RGS7-Galphao interaction regulation; P09471; Multiplexed bead flow cytometry, RGS7-Galphao binding; actives lie on both sides; binding response (% of control), % at 10 µM; actives 0.35% (n = 220,000); AID 1439; in the data active = binding response below about 49% or above about 150%; inconclusive = no clear call, values can overlap the other calls; inactive = in between;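 also: fluorescent Galphao held in activated GDP-AlF4 state binding bead-coupled RGS7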
RGS4-Gao reg: human RGS4-Galphao interaction regulation; binding response (% of control), % at 10 µM; P09471; Multiplexed bead flow cytometry, RGS4-Galphao binding; actives lie on both sides; actives 0.33% (n = 220,000); in the data active = binding response below about 49% or above about 150%; inactive = in between;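 also: fluorescent Galphao activated with aluminum fluoride binding bead-coupled RGS4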
Bim-Bcl-B: human Bim-Bcl-B interaction inhibition. Q9HD36. bead-based flow cytometry, Bim peptide-Bcl-B binding. inhibition, % at 10 µM. actives 0.073% (n = 190,000). AID 951;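 also: 0% = tracer peptide without compound and 100% = reference inhibitor peptide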
Target sequence (Q9HD36 whole entry, looked up): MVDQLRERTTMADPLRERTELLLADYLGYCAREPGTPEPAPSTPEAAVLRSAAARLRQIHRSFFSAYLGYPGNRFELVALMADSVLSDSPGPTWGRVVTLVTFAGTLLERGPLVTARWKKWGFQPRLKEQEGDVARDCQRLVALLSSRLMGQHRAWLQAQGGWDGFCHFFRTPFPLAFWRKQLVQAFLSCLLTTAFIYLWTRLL
Bfl-1 Bim block: disrupts Bim binding to human Bfl-1. Q16548. Bead-based flow cytometry, Bim-Bfl-1 binding inhibition. inhibition, % at 10 µM. actives 0.12% (n = 190,000);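 also: 0% = wells without compound plus tracer and 100% = blocker peptide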
Mcl1-Noxa inh: disrupts binding of human Mcl-1 to Noxa peptide. inhibition, % at 21.7 µM. Q07820. actives 1.5% (n = 220,000). TR-FRET Mcl-1/Noxa peptide binding, 2 h;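 active = compounds that cut the protein-peptide binding signal by more than 50% relative to plate controls in a single-dose test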;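 also: His-tagged Mcl-1 with rhodamine Noxa BH3 peptide and terbium anti-His antibody; 0% = Mcl-1 plus Noxa peptide wells and 100% = peptide-only wells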
Bim-Bcl-W: disrupts Bim peptide binding to human Bcl-W; bead-based flow cytometry; actives 0.02% (n = 190,000); AID 952; inhibition, % at 10 µM; Q92843;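 also: 0% = bound tracer without compound and 100% = peptide blocker; higher means less fluorescent Bim peptide bound to Bcl-W beads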
Bcl-XL Bim block: disrupts Bim peptide binding to human Bcl-XL. bead flow cytometry, fluorescence. AID 1007. actives 0.04% (n = 190,000). inhibition, % at 10 µM
Target sequence (Q07817 whole entry, looked up): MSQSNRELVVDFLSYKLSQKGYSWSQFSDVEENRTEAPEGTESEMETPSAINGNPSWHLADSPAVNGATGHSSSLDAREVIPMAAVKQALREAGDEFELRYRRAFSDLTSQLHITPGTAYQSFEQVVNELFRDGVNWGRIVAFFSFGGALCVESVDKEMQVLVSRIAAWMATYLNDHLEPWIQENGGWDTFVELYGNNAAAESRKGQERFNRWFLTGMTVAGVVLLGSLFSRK
Mcl1-Bid inh: Mcl-1/Bid interaction inhibition; Q07820; TR-FRET Mcl-1/Bid-Dy647 peptide binding, 1536-well; inhibition, % at 21.7 µM; actives 0.97% (n = 220,000);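 active = compounds that cut the binding signal by more than half at the single screening dose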;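 also: His-tagged Mcl-1 with europium anti-His antibody binding Bid BH3 peptide; 0% = Mcl-1 plus peptide wells and 100% = peptide-only wells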
Bim-Mcl-1: disrupts Bim peptide binding to human Mcl-1; Q07820; Bead-based flow cytometry, Bim peptide-Mcl-1 binding; inhibition, % at 10 µM; actives 0.1% (n = 190,000);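 also: 0% = no compound tracer wells and 100% = peptide blocker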
* marks the source's active call; other numbers are inactive results; ? = inconclusive; nt = no result given. Rule as the data show it, unless noted: active = inhibition above about 40%.

Values run as follows: RGS8-Gao reg | Bim-Bcl-2 | RGS7-Gao | RGS4-Gao reg | Bim-Bcl-B | Bfl-1 Bim block | Mcl1-Noxa inh | Bim-Bcl-W | Bcl-XL Bim block | Mcl1-Bid inh | Bim-Mcl-1
> CC(=O)N/N=C(\C)CC(=O)Nc1ccc2c(c1)OCCO2
 : 105 | -1 | 117 | 94 | 0 | -9 | 0 | 0 | -3 | -34 | -2
> Cc1occc1-c1nnc(SCC(=O)Nc2ccccc2N2CCCCC2)n1C
 : 99 | -4 | 100 | 97 | -3 | -3 | 3 | -3 | -3 | -13 | -2
> O=C(Cn1cnc2ccccc2c1=O)Nc1ccc2c(c1)CCC2
 : 104 | -3 | 102 | 104 | 1 | -3 | 21 | 0 | 0 | -50 | -3
> O=C(c1cccc(NS(=O)(=O)c2cccc(F)c2)c1)N1CCN(c2ccccc2)CC1
 : 102 | -2 | 100 | 98 | -8 | -1 | 10 | -2 | -6 | -22 | -4
> CC(=O)c1cccc(S(=O)(=O)N2CCC(C(=O)O)CC2)c1
 : 100 | -3 | 101 | 98 | -2 | -3 | 7 | 1 | 0 | -14 | -1
> CCOC(=O)CCC(=O)Nc1ccc(S(=O)(=O)N2CCCCC2)cc1
 : 102 | -2 | 102 | 100 | -4 | -3 | -2 | -1 | 0 | -21 | 0
> Cn1c(NNC(=O)c2ccccc2F)cc(=O)n(C)c1=O
 : 102 | nt | ? | 105 | nt | nt | -14 | nt | nt | -45 | nt
> COc1ccc(N2C(=O)C(CC(=O)Nc3ccccc3)N(Cc3ccc4c(c3)OCO4)C2=O)cc1 (centres undefined)
 : 97 | 1 | 105 | 97 | 0 | -1 | 4 | 3 | 1 | -61 | 0
> COc1ccc(N2C(=O)CC2(C#N)c2ccc(OCc3ccccc3)cc2)cc1 (centres undefined)
 : 101 | 0 | 99 | 97 | -5 | 0 | 4 | -1 | -3 | -7 | -3
> COc1ccc(-c2[nH]ncc2CN2CCC(c3ccncc3)CC2)cc1F
 : 100 | nt | ? | 100 | nt | nt | -10 | nt | nt | -25 | nt
> c1ccc(CN2CCN(C(c3ccccc3)c3nnnn3Cc3ccccc3)CC2)cc1 (centres undefined)
 : 101 | -4 | 103 | 104 | -9 | -4 | -6 | -3 | -9 | -3 | -4
> CN1c2ccccc2C(C)(C)C12C=Nc1c(cc(N3CCOCC3)c3ccccc13)O2 (centres undefined)
 : 98 | -5 | 97 | 98 | -11 | -11 | 9 | 2 | -3 | -22 | 26
> C=CCSc1nc2sc(-c3ccccc3)cc2c(=O)n1N
 : 101 | -6 | 103 | 101 | -5 | -17 | 2 | -1 | -6 | -1 | -3
> CCn1nc(C)c(NC(=O)/C=C/c2ccc(OC)c(COc3ccc(Br)cc3)c2)c1C
 : 113 | 0 | 100 | 104 | -4 | 1 | -1 | 0 | -1 | -1 | 0
> Cn1cccc1-c1cc(C(=O)O)[nH]n1
 : 100 | -1 | 100 | 102 | -5 | -4 | 21 | -2 | -5 | -28 | -5

Laid out differently: entries from further up
structure | RGS8-Gao reg | Bim-Bcl-2 | RGS7-Gao | RGS4-Gao reg | Bim-Bcl-B | Bfl-1 Bim block | Mcl1-Noxa inh | Bim-Bcl-W | Bcl-XL Bim block | Mcl1-Bid inh | Bim-Mcl-1
CC(=O)N/N=C(\C)CC(=O)Nc1ccc2c(c1)OCCO2 | 105 | -1 | 117 | 94 | 0 | -9 | 0 | 0 | -3 | -34 | -2
Cc1occc1-c1nnc(SCC(=O)Nc2ccccc2N2CCCCC2)n1C | 99 | -4 | 100 | 97 | -3 | -3 | 3 | -3 | -3 | -13 | -2
O=C(Cn1cnc2ccccc2c1=O)Nc1ccc2c(c1)CCC2 | 104 | -3 | 102 | 104 | 1 | -3 | 21 | 0 | 0 | -50 | -3
O=C(c1cccc(NS(=O)(=O)c2cccc(F)c2)c1)N1CCN(c2ccccc2)CC1 | 102 | -2 | 100 | 98 | -8 | -1 | 10 | -2 | -6 | -22 | -4
CC(=O)c1cccc(S(=O)(=O)N2CCC(C(=O)O)CC2)c1 | 100 | -3 | 101 | 98 | -2 | -3 | 7 | 1 | 0 | -14 | -1
CCOC(=O)CCC(=O)Nc1ccc(S(=O)(=O)N2CCCCC2)cc1 | 102 | -2 | 102 | 100 | -4 | -3 | -2 | -1 | 0 | -21 | 0
Cn1c(NNC(=O)c2ccccc2F)cc(=O)n(C)c1=O | 102 | nt | ? | 105 | nt | nt | -14 | nt | nt | -45 | nt
COc1ccc(N2C(=O)C(CC(=O)Nc3ccccc3)N(Cc3ccc4c(c3)OCO4)C2=O)cc1 (centres undefined) | 97 | 1 | 105 | 97 | 0 | -1 | 4 | 3 | 1 | -61 | 0
COc1ccc(N2C(=O)CC2(C#N)c2ccc(OCc3ccccc3)cc2)cc1 (centres undefined) | 101 | 0 | 99 | 97 | -5 | 0 | 4 | -1 | -3 | -7 | -3
COc1ccc(-c2[nH]ncc2CN2CCC(c3ccncc3)CC2)cc1F | 100 | nt | ? | 100 | nt | nt | -10 | nt | nt | -25 | nt
c1ccc(CN2CCN(C(c3ccccc3)c3nnnn3Cc3ccccc3)CC2)cc1 (centres undefined) | 101 | -4 | 103 | 104 | -9 | -4 | -6 | -3 | -9 | -3 | -4
CN1c2ccccc2C(C)(C)C12C=Nc1c(cc(N3CCOCC3)c3ccccc13)O2 (centres undefined) | 98 | -5 | 97 | 98 | -11 | -11 | 9 | 2 | -3 | -22 | 26

Further results follow.
Values run as follows: RGS8-Gao reg | Bim-Bcl-2 | RGS7-Gao | RGS4-Gao reg | Bim-Bcl-B | Bfl-1 Bim block | Mcl1-Noxa inh | Bim-Bcl-W | Bcl-XL Bim block | Mcl1-Bid inh | Bim-Mcl-1
> CCN(CC)c1ncc(C)c(=O)[nH]1
 : 108 | -7 | 106 | 114 | -6 | -5 | 2 | -9 | -14 | -52 | -7
> CN(C)CCCN1C(=O)CSC1c1ccc([N+](=O)[O-])cc1 (centres undefined)
 : 103 | 3 | 104 | 102 | -2 | -1 | 3 | 2 | 1 | -1 | 3
> Cc1cc(C)n(C(=O)c2ccc(NC(=O)CC(C)C)cc2)n1
 : 101 | 0 | 98 | 98 | 0 | -1 | 6 | -2 | -1 | -10 | -3
> COc1ccc(Cl)cc1NC(=S)N(CCCN1CCOCC1)Cc1cn(C)c2ccccc12
 : 97 | 6 | 110 | 103 | 0 | 4 | 25 | -2 | -3 | -57 | -6
> COC(=O)C(C(=O)OC)=C(/C=C/C=C/N(C)C)N(C)C
 : 98 | -4 | 98 | 99 | -2 | -4 | 10 | -2 | -6 | -64 | -5
> Cc1ccc(C2=NN(Cc3nnc(-c4ccccc4)o3)C(=O)SC2)cc1
 : 94 | -5 | 98 | 101 | -5 | -1 | 14 | -3 | -6 | -10 | -7
> O=C(O)/C=C\C(=O)Nc1cc(O)ccc1[N+](=O)[O-]
 : 97 | nt | ? | 98 | nt | nt | 11 | nt | nt | -23 | nt
> CC(NC(=O)c1ccncc1)C(C)(C)C (centres undefined)
 : 99 | -8 | 98 | 99 | -8 | -14 | 8 | 0 | -3 | -8 | -4
